PAX8 inh HTS: inhibitors of PAX8 transcriptional activity in RMG-I cells; AID 652154; RMG-I TPO-luciferase reporter, SteadyGlo, 24 h; inhibition, % at 12.6 µM; 360,000 compounds, 1.2% hits;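 active means mean replicate inhibition at least 60% with every replicate also reaching 60%; inconclusive means only one of the two criteria is met; inactive means mean below 60% and not all replicates reaching 60%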;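 further: luciferase light reporting Pax8 driven TPO promoter activity; plate controls were median of neutral control wells for no effect and mitoxantrone controls for full effect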
ERp5 inh: blocks human ERp5 reductase activity on insulin. 350,000 compounds, 0.05% hits. AID 651711. ERp5 insulin aggregation, absorbance 650 nm, 90 min. inhibition, % at 9.99 µM;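 active means mean replicate inhibition above about 25%, with every replicate also reaching it, limit read from the data, passing the limit was not always enough; inconclusive means only one of those two criteria met; inactive means neither criterion met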
Target sequence (Q15084 whole entry, looked up): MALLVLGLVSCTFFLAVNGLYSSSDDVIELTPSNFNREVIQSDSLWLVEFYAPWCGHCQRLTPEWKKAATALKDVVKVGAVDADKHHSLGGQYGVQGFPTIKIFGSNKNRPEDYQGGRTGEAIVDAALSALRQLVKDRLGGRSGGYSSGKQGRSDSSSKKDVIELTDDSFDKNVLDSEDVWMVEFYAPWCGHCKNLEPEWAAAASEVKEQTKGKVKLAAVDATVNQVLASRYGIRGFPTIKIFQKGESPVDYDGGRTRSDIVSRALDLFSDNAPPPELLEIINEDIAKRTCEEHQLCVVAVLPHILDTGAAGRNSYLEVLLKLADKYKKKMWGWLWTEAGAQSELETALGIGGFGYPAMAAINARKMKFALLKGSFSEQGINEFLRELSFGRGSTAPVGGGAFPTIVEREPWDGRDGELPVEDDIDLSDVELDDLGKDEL
GSIS activator: primary screen for activators of insulin secretion dependent on glucose, INS-1E cells, GLuc reporter luminescence; INS-1E GLuc reporter insulin secretion, 2-3 h; activation, % at 16.6 µM; 370,000 compounds, 0.61% hits;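 active means lowest replicate activation of at least 40%, so every replicate reaches that level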;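 further: 0% = median of neutral control wells and 100% = median of IBMX positive control wells; some compounds called inactive have numbers as strong as hits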
ARNT-TACC3 inh: disruptors of human ARNT/TACC3 interaction | AlphaScreen His-ARNT PAS-B/GST-TACC3 binding, luminescence; TACC3 fragment carries E629A point mutation | inhibition, % at 9.99 µM | 390,000 compounds, 0.66% hits | AID 623870 | Q9Y6A5;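 active means mean inhibition of replicates at least 50% and at least half of replicates each reaching 50%; inconclusive means half or more replicates reach 50% but mean below 50%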;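 further: 0% = complete ARNT plus TACC3 wells and 100% = ARNT alone without TACC3; many hits fall short of the cut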
F508del corr: CFTR F508del correction in bronchial cells | CFBE cells, YFP halide quenching; stimulated with forskolin plus potentiator P3; % fluorescence drop versus neutral controls | activity (quench increase), % at 7.58 µM | 350,000 compounds, 0.36% hits | AID 720511;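 active means mean added fluorescence quench of at least 8% versus neutral control, with both replicates also reaching 8%; inconclusive means only one of the mean or replicate conditions met; inactive means mean below 8% and not both replicates reaching 8%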;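 further: cells transiently co-express mutant CFTR-F508del with the halide-sensitive YFP; corrector assay measuring rescue of mutant channel to the surface after 24 h compound exposure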
Xi reactivation: reactivates the inactive X chromosome in mouse fibroblasts. activation, % at 7.58 µM. 360,000 compounds, 0.055% hits. AID 743238. XiGFP mouse fibroblasts, % GFP-positive cells imaging, 3 d; cells co-treated with 5-aza-dC sensitizer; scaled so ellipticine positive control = 100%;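 active means mean normalized replicate activation at least 10% and every replicate at or above 10%; inconclusive means only one of the two criteria met; inactive means mean below 10% and not all replicates reach 10%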;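 further: 0% = median of on-plate neutral control wells and 100% = ellipticine 6 µM median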
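System: SV40-immortalized XiGFP fibroblast cells, line 68-5-11 / Incubation: 3-day compound exposure, then 15 min fixation at room temperature / Compound: single concentration per compound, delivered by pin transfer / Buffer or medium: DMEM plus 5-aza-dC sensitizer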
EWS-Fli block: blocks EWS/Fli oncoprotein-driven transcription. A673 NR0B1-luciferase reporter, viability-normalised. inhibition, % at 12.6 µM. 350,000 compounds, 0.67% hits;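 active means mean inhibition of at least 50% after viability correction, with every replicate also passing that limit; inconclusive means mean reaches 50% but only one of two replicates passes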;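 further: firefly luciferase signal divided by Alamar Blue viability fluorescence both relative to DMSO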
DENV2 CPE: protects cells from dengue virus 2 cytopathic effect. DENV2-infected cells, cytopathic effect rescue, plate reader. CPE inhibition, % at 9.99 µM. 350,000 compounds, 1.7% hits; in the data active means CPE inhibition above about 20%, passing the limit was not always enough; inconclusive means no clear call, values can overlap the other calls; tested in BHK-21 cells;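 further: 0% = median of neutral control wells and 100% = median of positive control wells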
Starred values were filed as active, the others as inactive; & = joins results of further samples.

What do the screens show for `C[C@@H]1CCCCO[C@H](CN(C)S(=O)(=O)c2cccs2)[C@@H](C)CN([C@H](C)CO)C(=O)c2cc(NS(=O)(=O)c3ccccc3)ccc2O1`?
PAX8 inh HTS: -7; ERp5 inh: -3; GSIS activator: 3; ARNT-TACC3 inh: -8; F508del corr: 1.3; Xi reactivation: 0.0; EWS-Fli block: 0; DENV2 CPE: inconclusive

What do the screens show for `COc1ccc(CNC(=O)COC(=O)CCCOc2ccc(Cl)cc2Cl)cc1OC`?
PAX8 inh HTS: -4; GSIS activator: 17; ARNT-TACC3 inh: -2; Xi reactivation: 0.0

How did COc1ccc(OC(C)C(=O)NCCc2nc3ccccc3[nH]2)cc1 (stereo not drawn) do in these assays?
PAX8 inh HTS: 18; GSIS activator: 14; ARNT-TACC3 inh: -1; Xi reactivation: 0.3

How did COCCNC(=O)C[C@@H]1CC[C@H]2[C@@H](COc3ccc(NC(=O)Cc4ccccc4)cc3C(=O)N2C)O1 do in these assays?
PAX8 inh HTS: -8; ERp5 inh: 0; GSIS activator: 11; ARNT-TACC3 inh: -4; F508del corr: -3.8; Xi reactivation: 0.1; EWS-Fli block: -2; DENV2 CPE: -5

Results for COC(=O)C[C@H]1CC[C@@H](NS(=O)(=O)c2ccccc2F)[C@@H](CO)O1 ?
PAX8 inh HTS: -3; ERp5 inh: 5; GSIS activator: 9; ARNT-TACC3 inh: -4; F508del corr: 1.3; Xi reactivation: -0.4; EWS-Fli block: -6; DENV2 CPE: -3

Results for C[C@H](CO)N1C[C@H](C)[C@H](CN(C)Cc2cccnc2)Oc2cc(C#CC3CCCCC3)ccc2S1(=O)=O ?
ERp5 inh: 1; GSIS activator: -10; ARNT-TACC3 inh: 13; F508del corr: 7.2; Xi reactivation: 0.6; EWS-Fli block: 34; DENV2 CPE: -3

What do the screens show for `O=C(c1cccn2c(=O)c3ccc(Cl)cc3nc12)N1CCN(Cc2ccc3c(c2)OCO3)CC1`?
ERp5 inh: 7; GSIS activator: -11; ARNT-TACC3 inh: 1; F508del corr: 0.9; EWS-Fli block: 3; DENV2 CPE: 2

What do the screens show for `O=C(O)C[C@H]1C[C@H]2c3cc(NC(=O)C4CCOCC4)ccc3O[C@H]2[C@H](CO)O1`?
PAX8 inh HTS: -22; ERp5 inh: -4; GSIS activator: -2; F508del corr: 3.6; Xi reactivation: 0.0; DENV2 CPE: -5

Results for COc1ccccc1S(=O)(=O)Nc1ccc2c(c1)OC[C@@H](C)NC[C@H](C)[C@H](OC)CN(C)C2=O ?
ERp5 inh: -23; GSIS activator: -8; ARNT-TACC3 inh: -3; F508del corr: -0.7; Xi reactivation: 0.3; EWS-Fli block: -1; DENV2 CPE: 3

How did Cc1cc(=O)oc2cc(OCC(=O)Nc3ccc(N4CCC(C)CC4)cc3)ccc12 do in these assays?
PAX8 inh HTS: 17; ERp5 inh: -6; GSIS activator: 18; ARNT-TACC3 inh: 6; F508del corr: -1.7; Xi reactivation: 0.0; EWS-Fli block: 38; DENV2 CPE: 7

How did OC[C@@H]1[C@H](c2ccc(-c3ccccc3)cc2)[C@@H]2CN(CCC(F)(F)F)CCCCN12 do in these assays?
PAX8 inh HTS: -5; GSIS activator: -19; ARNT-TACC3 inh: 10; F508del corr: -0.7; Xi reactivation: 0.2; EWS-Fli block: 8

How did c1ccc(SCc2cn(C[C@H]3CC[C@@H]([C@@H]4CC[C@H](Cn5cc(CSc6ccccc6)nn5)O4)O3)nn2)cc1 do in these assays?
PAX8 inh HTS: 0; ERp5 inh: 2; GSIS activator: -19; ARNT-TACC3 inh: -3; F508del corr: 1.0; Xi reactivation: 0.3; EWS-Fli block: 10; DENV2 CPE: -11

What do the screens show for `O=C(Nc1cc(S(=O)(=O)N2CCOCC2)ccc1N1CCOCC1)c1ccccc1Cl`?
PAX8 inh HTS: 22; ERp5 inh: 0; ARNT-TACC3 inh: 2; F508del corr: -1.3; Xi reactivation: 0.1; EWS-Fli block: 7; DENV2 CPE: -6

What do the screens show for `CO[C@@H]1CN(C)C(=O)c2cc(NC(=O)C3CC3)ccc2OC[C@@H](C)N(CC2CCOCC2)C[C@@H]1C`?
PAX8 inh HTS: -6; ERp5 inh: 6; GSIS activator: 8; F508del corr: -2.0; Xi reactivation: -0.5; EWS-Fli block: -7; DENV2 CPE: -5

How did COc1ccccc1CSc1nc2c(c(=O)n(C)c(=O)n2C)n1C do in these assays?
PAX8 inh HTS: -8; ERp5 inh: 3; GSIS activator: 41*; ARNT-TACC3 inh: 4; F508del corr: 1.6; Xi reactivation: 0.2; EWS-Fli block: -5; DENV2 CPE: -6

How did CN(C)C(=O)c1cccc(-c2ccc([C@H]3[C@@H](CO)N(C(=O)C4CCCCC4)[C@H]3C#N)cc2)c1 do in these assays?
PAX8 inh HTS: -7; ERp5 inh: 0; GSIS activator: -6; ARNT-TACC3 inh: 5; F508del corr: 0.0; Xi reactivation: -0.1; EWS-Fli block: 8; DENV2 CPE: -5

Results for Cc1ccc(NC(=O)CCCn2c(=S)[nH]c3ccsc3c2=O)cc1C ?
PAX8 inh HTS: 16; ERp5 inh: 1; GSIS activator: 19; ARNT-TACC3 inh: 0; F508del corr: 1.1; Xi reactivation: 0.0; DENV2 CPE: -6

Results for CNC(=O)c1ccc(NC(=O)Cc2ccc(S(=O)(=O)N3CCOCC3)s2)cc1 ?
PAX8 inh HTS: -4; ERp5 inh: 0; GSIS activator: -5; ARNT-TACC3 inh: 5; F508del corr: -1.6; Xi reactivation: 0.2; EWS-Fli block: 0; DENV2 CPE: 0

What do the screens show for `COCC#Cc1cnc2c(c1)C(=O)N([C@@H](C)CO)C[C@H](C)[C@H](CN(C)S(C)(=O)=O)O2`?
PAX8 inh HTS: -9; ERp5 inh: 0; GSIS activator: 23; ARNT-TACC3 inh: -4; F508del corr: 0.7; Xi reactivation: -0.1; EWS-Fli block: -1; DENV2 CPE: 9

How did C[C@@H]1CN([C@H](C)CO)C(=O)Cc2cc(NS(=O)(=O)c3cccs3)ccc2O[C@H]1CN(C)CC1CCCCC1 do in these assays?
PAX8 inh HTS: 14; ERp5 inh: 1; GSIS activator: -13; ARNT-TACC3 inh: 5; F508del corr: 2.3; Xi reactivation: 0.7; EWS-Fli block: -2; DENV2 CPE: 1

Results for CNc1ccc(Cl)nn1 ?
PAX8 inh HTS: 5; ERp5 inh: 4; GSIS activator: 5; ARNT-TACC3 inh: -3; F508del corr: 0.1; Xi reactivation: 0.0; EWS-Fli block: 9; DENV2 CPE: 6

Results for O=C(CN1CCN(S(=O)(=O)N2CCCCCC2)CC1)Nc1ccc(Br)cc1 ?
PAX8 inh HTS: -1; ERp5 inh: 6; GSIS activator: -19; ARNT-TACC3 inh: 3; F508del corr: -0.9; Xi reactivation: 0.1; DENV2 CPE: 2

How did CN1CCN(C(=O)/C(=C/c2cn(S(=O)(=O)N(C)C)c3ccccc23)NC(=O)c2ccccc2Cl)CC1 do in these assays?
PAX8 inh HTS: 1; ERp5 inh: 2; GSIS activator: -12; ARNT-TACC3 inh: -3; F508del corr: -1.5; Xi reactivation: 0.0; EWS-Fli block: -1; DENV2 CPE: 1

Results for O=S(=O)(c1ccc(Br)cc1)N1CCN(c2ccc3nnc(-c4ccccc4)n3n2)CC1 ?
PAX8 inh HTS: 6; ERp5 inh: 0; GSIS activator: -3; ARNT-TACC3 inh: -18; F508del corr: -0.3; Xi reactivation: 0.3; EWS-Fli block: 29; DENV2 CPE: -13

What do the screens show for `COc1cc(C(=O)Nc2ccc(F)cc2Cl)ccc1OCC(=O)N1CCOCC1`?
PAX8 inh HTS: -18; ERp5 inh: 3; GSIS activator: 2; ARNT-TACC3 inh: 10; F508del corr: 5.4; Xi reactivation: -0.1; EWS-Fli block: -7; DENV2 CPE: -6

Results for COc1ccc(C(=O)NNC(=O)C2CCN(S(=O)(=O)c3ccc(C)cc3)CC2)cc1 ?
PAX8 inh HTS: -5; ERp5 inh: 6; GSIS activator: 17; ARNT-TACC3 inh: -4; F508del corr: -2.6; Xi reactivation: 0.0; EWS-Fli block: 0

What do the screens show for `C[C@@H]1CN([C@H](C)CO)C(=O)c2cccc(NC(=O)NC3CCCCC3)c2O[C@H]1CN(C)Cc1ccc(-c2ccccc2)cc1`?
ERp5 inh: 10; GSIS activator: -3; ARNT-TACC3 inh: 7; F508del corr: -1.0; Xi reactivation: -1.1; EWS-Fli block: 11; DENV2 CPE: -10

What do the screens show for `Cc1ccc(S(=O)(=O)N(C)C[C@@H]2Oc3ncc(Br)cc3C(=O)N([C@H](C)CO)C[C@H]2C)cc1`?
PAX8 inh HTS: -5&4; ERp5 inh: -1&-5&2; GSIS activator: -6&7; ARNT-TACC3 inh: -4&-5; F508del corr: -0.6&1.7&2.0; Xi reactivation: 0.1&-0.3; EWS-Fli block: 4&-4&14; DENV2 CPE: -2&11&0

How did CC(C)Oc1ccc(S(=O)(=O)N2CCCCC2)cc1NC(=O)C1CCCC1 do in these assays?
PAX8 inh HTS: -23; ERp5 inh: 0; ARNT-TACC3 inh: 0; F508del corr: 4.6; Xi reactivation: 0.5; EWS-Fli block: 12; DENV2 CPE: 11

What do the screens show for `O=c1c2cc(Br)ccc2nc(-c2ccc([N+](=O)[O-])cc2)n1O`?
PAX8 inh HTS: -1; ERp5 inh: 19; GSIS activator: 3; ARNT-TACC3 inh: 7; F508del corr: -0.7; Xi reactivation: 0.1; EWS-Fli block: 5; DENV2 CPE: -2

How did CCOC(=O)c1c(C)[nH]c(C)c1C(=O)CSc1nc2ccccc2[nH]1 do in these assays?
PAX8 inh HTS: 2; GSIS activator: 0; ARNT-TACC3 inh: -2; Xi reactivation: 0.0

How did Cc1ccc(F)c(NC=C2C(=O)OC(C)(C)OC2=O)c1 do in these assays?
ERp5 inh: -4; GSIS activator: 6; F508del corr: 0.9; EWS-Fli block: 4; DENV2 CPE: -2

What do the screens show for `COc1ccc(-c2ccc3c(c2)[C@@H]2[C@@H](CCN2S(=O)(=O)c2ccccc2C)[C@@H](CO)N3)cc1`?
PAX8 inh HTS: 57; ERp5 inh: -5; GSIS activator: 9; ARNT-TACC3 inh: 5; F508del corr: -1.2; Xi reactivation: 0.6; EWS-Fli block: 14; DENV2 CPE: 15

How did O=C(NC1CCCCC1)N1CC(=O)N2[C@@H](CO)[C@H](c3ccc(-c4ccccc4)cc3)[C@@H]2C1 do in these assays?
PAX8 inh HTS: 7; ERp5 inh: 0; GSIS activator: -20; F508del corr: 1.0; Xi reactivation: 0.0; EWS-Fli block: -10; DENV2 CPE: inconclusive

What do the screens show for `S=C(Nc1ccc(Cl)cc1Cl)N1CCOCC1`?
PAX8 inh HTS: -16; ERp5 inh: -3; GSIS activator: 28; ARNT-TACC3 inh: -3; Xi reactivation: 0.2; EWS-Fli block: 7

Results for COCCn1c(N)c(N(Cc2ccccc2)C(=O)C2CCCC2)c(=O)[nH]c1=O ?
PAX8 inh HTS: -3; ERp5 inh: -5; GSIS activator: 9; ARNT-TACC3 inh: -5; F508del corr: 1.3; Xi reactivation: 0.2; EWS-Fli block: 2; DENV2 CPE: -4

High-throughput results from PubChem.
